Assay outcomes (PubChem)
Redox H2O2 prof – compounds producing H2O2 with reducing agent – biochemical, NIH compound library profiling, artefact control for MLSCN library redox annotation, primary screen | DTT-dependent redox cycling H2O2, phenol red/HRP absorbance; 100% = 100 µM peroxide control, 0% = buffer | activation, % at 10 µM | 200,000 tested, 0.03% active | AID 878;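 active = activation of at least 50% relative to the plate's high and low controls in the primary single-dose screen; inactive = activation below 50%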;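 note: compound incubated with DTT at 0.8 mM final as the reducing agent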
ROMK mod – modulates human ROMK potassium channel activity; Tet-inducible ROMK, thallium flux fluorescence; actives lie on both sides; B-score at 10 µM; 130,000 tested, 2% active;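 active = signal ratio slope over the read window, or its plate-corrected B-score, at least 3 SD from the plate mean, either direction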;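 note: B-score of the F/F0 ratio slope over 7 to 12 s after thallium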
Target sequence (P48048 whole entry, looked up): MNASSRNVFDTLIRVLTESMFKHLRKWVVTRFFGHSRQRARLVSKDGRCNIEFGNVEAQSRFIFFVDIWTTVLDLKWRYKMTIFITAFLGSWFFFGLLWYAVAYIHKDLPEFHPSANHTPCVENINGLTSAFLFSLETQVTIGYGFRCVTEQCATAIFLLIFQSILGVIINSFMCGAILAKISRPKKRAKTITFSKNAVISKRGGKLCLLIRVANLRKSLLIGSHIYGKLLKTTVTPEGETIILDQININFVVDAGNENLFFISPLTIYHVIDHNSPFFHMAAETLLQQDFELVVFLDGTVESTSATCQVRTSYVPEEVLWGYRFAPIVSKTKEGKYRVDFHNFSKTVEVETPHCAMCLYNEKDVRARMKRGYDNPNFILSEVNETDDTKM
bIAP act – increases bovine intestinal alkaline phosphatase activity; activation factor at 20 µM; purified bovine IAP, CDP-star luminescence, 30 min; active compounds read high; fold of DMSO-control signal, blank-subtracted; 200,000 tested, 0.17% active;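 active = activation factor of 2 or more at 20 µM, a signal rise over negative controls twice the positive control's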
PPARg SRC-2 ag – PPARgamma-driven SRC-2 recruitment agonism | PPARgamma LBD-SRC-2 recruitment, biochemical | P37231 | activation, % at 8 µM | AID 1032 | 200,000 tested, 0.34% active; in the data active = activation above about 22%;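 note: 0% = vehicle and 100% = reference agonist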
Target sequence (P37231 whole entry, looked up, the tested form may be a part): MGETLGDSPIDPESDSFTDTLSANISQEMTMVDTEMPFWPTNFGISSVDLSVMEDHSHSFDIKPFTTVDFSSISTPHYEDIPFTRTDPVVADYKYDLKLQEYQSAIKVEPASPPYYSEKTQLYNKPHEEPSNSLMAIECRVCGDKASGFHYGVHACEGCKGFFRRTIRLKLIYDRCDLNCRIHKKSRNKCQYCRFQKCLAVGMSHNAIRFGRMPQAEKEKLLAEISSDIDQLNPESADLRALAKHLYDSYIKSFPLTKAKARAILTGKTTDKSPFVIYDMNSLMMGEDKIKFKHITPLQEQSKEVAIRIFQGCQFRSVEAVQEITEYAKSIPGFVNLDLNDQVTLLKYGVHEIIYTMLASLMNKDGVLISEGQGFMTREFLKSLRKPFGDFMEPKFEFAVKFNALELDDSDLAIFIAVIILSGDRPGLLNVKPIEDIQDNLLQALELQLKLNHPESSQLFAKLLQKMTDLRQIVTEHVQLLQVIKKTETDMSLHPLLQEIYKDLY
Lmaj promast – inhibitors of Leishmania major promastigote growth. Leishmania major promastigotes, resazurin fluorescence viability. inhibition, % at 10 µM. 200,000 tested, 9% active; in the data active = inhibition above about 50%;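 note: promastigotes grown with compound for 44 hours at 28 °C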
SRC2 TRFRET art – TR-FRET artefact, counter-screen to PPARgamma/SRC-2 agonist assay | active compounds read high | TR-FRET ratio at 8 µM | 200,000 tested, 0.4% active | AID 1049; in the data active = TR-FRET ratio above about 2000; note: inactives centre near 1500
bIAP inhibitor – blocks bovine intestinal alkaline phosphatase activity; purified bovine IAP, CDP-star luminescence, 30 min; inhibition, % at 20 µM; 190,000 tested, under 10 active; AID 1019;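 active = over 50% inhibition of intestinal alkaline phosphatase at 20 µM in the single-dose screen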
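test system = bovine IAP enzyme | medium = DEA buffer 100 mM, pH 9.8, with MgCl2 1.0 mM, ZnCl2 0.02 mM | detection = luminescence | dosing = single compound dose of 20 µM, 2% DMSO final | incubation = 30 min reaction at room temperature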
PPARg SRC-1 ag – PPARgamma-driven SRC-1 recruitment agonism | P37231 | PPARgamma-SRC-1 coactivator recruitment biochemical assay | activation, % at 8 µM | 200,000 tested, 0.41% active | AID 631; in the data active = activation above about 19%;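 note: 0% = DMSO and 100% = reference agonist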
PPARg SRC3 recr – promotes SRC-3 coactivator recruitment by human PPARgamma; P37231; biochemical PPARgamma/SRC-3 coactivator recruitment assay; activation, % at 8 µM; 200,000 tested, 0.26% active; AID 731; in the data active = activation above about 23%;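 note: 0% = DMSO and 100% = reference agonist; some compounds past the cut are filed as inactive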
TLR4-MyD88 BLA – inhibitors of human TLR4-MyD88 binding; inhibition, % at 8.4 µM; 200,000 tested, 0.18% active; HeLa CL3-4 TLR4/MyD88 BLA complementation, FRET ratio; in the data active = inhibition above about 25%;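 note: 0% = vehicle and 100% = reference inhibitor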
S1P3 antag – antagonists of human S1P3 receptor; AID 485; inhibition, % at 4.98 µM; Q99500; CHO S1P3 NFAT-BLA reporter, FRET fluorescence, antagonist mode; 170,000 tested, 0.27% active;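 active = inhibition above the plate cutoff, the mean inhibition of test wells on that plate plus 3 SD, cut at about 28% in these data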;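 note: cells challenged with S1P at its EC80 of 0.8 µM; blue over green emission ratio from cleaved BLA substrate after 4 h stimulation; 0% = S1P-stimulated wells and 100% = unstimulated DMSO-only wells; some compounds past the cut are filed as inactive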
* = called active by the depositor; . = not tested or not shown.

SMILES	Redox H2O2 prof	ROMK mod	bIAP act	PPARg SRC-2 ag	Lmaj promast	SRC2 TRFRET art	bIAP inhibitor	PPARg SRC-1 ag	PPARg SRC3 recr	TLR4-MyD88 BLA	S1P3 antag
CC(C)(C)NC(=O)C(OC(=O)Cn1nnc(-c2ccc(F)cc2)n1)c1ccncc1 (stereo not given)	-0.2	.	0.8	5	-13	1679	17	14	0	13	.
O=c1sc2ccccc2n1CCOc1ccccc1	-1.8	.	0.4	-2	-2	1755	.	15	5	-5	.
Cc1cc(NC(=O)CSc2nnc3c4c(C)c(C)sc4ncn23)no1	2.2	.	0.8	-5	6	1427	16	-3	0	-2	9
O=C(NC(=S)N1CCN(c2ccc(F)cc2)CC1)c1cccs1	-0.7	2.6	0.9	9	-3	1769	9	14	6	-7	-4
COc1ccc(NC(=S)Nc2cnc3ccccc3c2)c(OC)c1	0.3	-0.39	0.7	3	5	1642	27	-2	7	1	-1
N#CCCCSc1nnc(Cc2ccc3c(c2)OCO3)o1	1.1	0.46	1.1	-4	7	1516	-10	-2	-19	1	.
Cc1ccc2[nH]c(C)c(CCNC(=O)NC3CCCCC3)c2c1	-0.2	0.28	1.1	16	5	1665	-8	8	4	-13	5
Cc1nn(Cc2ccc(Cl)cc2)c(C)c1NC(=O)C1CC=CCC1C(=O)O (stereo not given)	0.4	.	1	4	-6	1338	4	9	-2	2	3
Cc1cc(C(=O)O)c(CSc2ncn[nH]2)o1	0.4	1.2	0.9	4	-5	1530	9	-5	-2	8	6
Cc1cc(C)nc(SCNC(=O)c2ccccc2)n1	0.4	.	1	7	-2	1635	2	8	1	-4	-43
O=C(NCc1cccnc1)C1c2ccccc2C(=O)N1C1CCCCCCC1 (stereo not given)	-0.2	0.19	1	1	-1	1575	-2	1	-4	-8	3
O=CN1Cc2[nH]c3ccccc3c2N(c2ccc(Cl)cc2)C1=O	0.1	-2.2	0.9	1	-7	1334	15	10	-3	8	-10
COc1ccc(C(=O)N(Cc2ccco2)C(C(=O)NC2CCCC2)c2ccc(O)cc2)cc1OC (stereo not given)	1.0	.	1.1	4	-1	1543	-12	-3	3	-14	8
COc1ccc(CN(CCCN2CCOCC2)C(=O)Nc2cccc(Cl)c2)cc1OC	-0.2	.	1.1	-1	5	1534	-11	5	-7	1	6
O=C(Nc1ccc(NC(=O)C23CC4CC(CC(C4)C2)C3)cn1)c1ccco1	1.3	0.14	0.9	3	2	1388	9	4	5	-5	8
c1ccc(COc2ccc(OCCCNC3CCCC3)cc2)cc1	-2.1	.	0.9	-5	100*	1527	6	0	6	7	.
CCc1nccn1S(=O)(=O)c1cc(Br)ccc1OC	-0.1	0.77	0.9	9	-1	1750	10	0	5	-6	.
COc1ccc(-n2nc(C(=O)Nc3nc4ccc(OC)cc4s3)c3ccccc3c2=O)cc1	0.6	.	0.9	8	-6	1549	13	8	-2	9	-4
O=C(NC1(C(F)(F)F)C(=O)Nc2c1c(=O)[nH]c(=O)n2Cc1ccccc1)c1ccc(Cl)cc1Cl (stereo not given)	1.4	.	1	-7	-5	1371	-4	1	10	-10	.
N#CC1=C(N)C(C#N)(C#N)C2(C(=O)Nc3ccccc32)C2CCCC=C12 (stereo not given)	-1.3	.	1.1	5	22	1730	-14	4	-3	1	-18
CCOC(=O)c1sc(/N=C/N(C)C)nc1C	-0.7	1.3	1	5	42	1662	-2	2	-4	-8	-6
O=P(C1=C(N2CCOCC2)/C(=C\c2ccccc2)CC1)(N1CCOCC1)N1CCOCC1	-0.8	-0.89	1	-2	2	1576	-3	4	-2	-2	-12
CCOC(=O)CC1C(=O)NCCN1S(=O)(=O)c1ccc(Br)cc1 (stereo not given)	-1.2	-0.074	1	4	-2	1362	2	1	4	-14	-18
CCOC(=O)c1sc(NC(=O)COC(=O)c2ccco2)nc1C	-0.2	-0.83	1	-13	0	1461	-2	-1	-7	4	-63
CSc1ncccc1C(=O)OCc1ccccc1F	-0.7	.	0.8	11	-1	1636	24	0	9	-8	-7

Looked up by compound from the list above, 3 records:
SMILES	Redox H2O2 prof	ROMK mod	bIAP act	PPARg SRC-2 ag	Lmaj promast	SRC2 TRFRET art	bIAP inhibitor	PPARg SRC-1 ag	PPARg SRC3 recr	TLR4-MyD88 BLA	S1P3 antag
COc1ccc(-n2nc(C(=O)Nc3nc4ccc(OC)cc4s3)c3ccccc3c2=O)cc1	0.6	.	0.9	8	-6	1549	13	8	-2	9	-4
CCOC(=O)CC1C(=O)NCCN1S(=O)(=O)c1ccc(Br)cc1 (stereo not given)	-1.2	-0.074	1	4	-2	1362	2	1	4	-14	-18
O=CN1Cc2[nH]c3ccccc3c2N(c2ccc(Cl)cc2)C1=O	0.1	-2.2	0.9	1	-7	1334	15	10	-3	8	-10

Some of these compounds in order of their number in TLR4-MyD88 BLA, highest first.
SMILES,TLR4-MyD88 BLA
N#CCCCSc1nnc(Cc2ccc3c(c2)OCO3)o1,1
O=c1sc2ccccc2n1CCOc1ccccc1,-5
CCOC(=O)c1sc(/N=C/N(C)C)nc1C,-8

New compounds follow.
SMILES	Redox H2O2 prof	ROMK mod	bIAP act	PPARg SRC-2 ag	Lmaj promast	SRC2 TRFRET art	bIAP inhibitor	PPARg SRC-1 ag	PPARg SRC3 recr	TLR4-MyD88 BLA	S1P3 antag
Cc1cccc(NC(=O)Cn2cnc3c(oc4ccccc43)c2=O)c1C	1.5	-0.019	1.2	-4	-10	1526	-20	-7	-4	5	-5
Brc1ccc(OCc2nc(-c3ccccn3)n[nH]2)cc1	0.2	0.36	1.2	1	-8	1359	-23	-2	-12	21	.
Cc1[nH]nc(-c2ccc(O)cc2O)c1Oc1ccccc1	0.5	-0.096	1.2	3	-8	1449	-16	-2	-1	-8	.
C=CS(=O)(=O)c1sc(Cl)c(N2CCOCC2)c1[N+](=O)[O-]	1.6	-8.6*	0.9	5	-4	1732	11	1	4	8	-2
COC(=O)c1ccc(NC(=O)CN2CCN(S(=O)(=O)c3cc(Cl)ccc3OC)CC2)cc1	-0.5	0.97	1	2	99*	1751	2	7	-2	-2	-2
N/C(Cc1cccc2ccccc12)=N\OC(=O)COc1ccccc1	-0.1	0.41	1	-3	-7	1502	2	2	4	-4	12
COc1ccc(NC(=O)N2CCCCCC2)cc1	-0.9	-0.037	1.1	-2	-5	1711	-5	-1	3	4	-7
Cc1ccnc(NC(=O)c2ccccc2NC(=O)C(C)(C)C)c1	0.4	0.24	1.2	16	5	1566	-16	5	-4	-7	.
CN(CCOCCOc1ccc(Cl)cc1Br)Cc1ccccc1	-0.6	-0.085	1.1	-1	87*	1481	-10	-6	-2	17	1
Cc1noc(C)c1C(c1ccccc1)S(=O)(=O)c1ccccc1 (stereo not given)	-0.6	.	1.2	-7	85*	1518	-15	11	2	7	3
O=c1[nH]cnc2c1oc1ccccc12	2.5	0.75	1.1	-2	-8	1359	-6	-1	-1	11	-3
Cc1sc2nc(C3CC3)nc(N3CCN(S(=O)(=O)c4ccc(F)cc4)CC3)c2c1C	1.5	-0.031	0.9	-1	19	1491	6	8	-1	-3	-5
Cn1c(=O)c2c(nc(N3CCOCC3)n2C)n(C)c1=O	-0.5	0.46	0.9	5	7	1575	6	10	-3	3	10
CCCn1c(OC)nc2c1c(=O)n(C)c(=O)n2C	-0.3	.	0.9	-7	-5	1343	5	-2	0	7	9
CCCCNC(=O)c1cnc2n(c1=O)CCS2	0.8	.	1	2	-5	1819	-1	7	5	-6	5
O=C(O)c1ccc(C(=O)O)c(C(=O)c2ccccc2)c1	0.2	0.65	1	-4	-6	1563	-2	-6	0	6	.
CCCCC(=O)Nc1cccc(NC(=O)c2cccc([N+](=O)[O-])c2)c1	-1.8	-1.6	0.8	4	33	1562	20	-2	3	-3	-2
Cn1c(SCC(=O)Nc2cc([N+](=O)[O-])ccc2F)nnc1C(F)(F)F	-0.2	-0.55	0.9	-3	-3	1599	11	-3	1	-2	-5
O=C(c1cn[nH]c1)c1cc(F)ccc1O	2.3	-0.94	0.9	7	-8	1694	9	3	5	0	-5
CC(C)(C)c1cc(NC(=O)c2ccco2)n(-c2ccccc2)n1	0.4	-0.46	1	-5	-4	1454	0	6	1	4	-8
COCCCNC(=O)c1c(N)n(-c2ccc3c(c2)OCO3)c2nc3ccccc3nc12	0.0	-0.07	1.1	-4	28	1520	-9	6	-4	-8	-1
Nc1cccc(Oc2ccc([N+](=O)[O-])cc2)c1	-0.5	0.95	0.8	5	-2	1704	22	-1	-2	2	-9
COc1ccc(OC)c(-n2c(Cn3c(-c4ccccn4)nc4ccccc43)n[nH]c2=S)c1	0.2	-0.51	1	7	-3	1651	4	6	4	0	-11
CN(C)S(=O)(=O)N1CCC(Oc2ccc(C(=O)NCC(C)(C)CO)cc2)CC1	-0.7	-0.13	1.2	1	-1	1506	-17	-6	3	-1	-22
COc1ccc(OC(C)C(=O)N2CCC(C)CC2)cc1 (stereo not given)	0.2	0.031	0.9	-4	-4	1387	8	0	-10	16	.
Following part:
SMILES	Redox H2O2 prof	ROMK mod	bIAP act	PPARg SRC-2 ag	Lmaj promast	SRC2 TRFRET art	bIAP inhibitor	PPARg SRC-1 ag	PPARg SRC3 recr	TLR4-MyD88 BLA	S1P3 antag
O=C(Cc1ccc(Cl)cc1)Nc1ccc(NC(=O)c2cccs2)cc1	0.2	0.1	0.9	-1	-2	1418	14	-4	-1	-24	-10
O=c1[nH]c(CN2CCN(Cc3ccccc3)CC2)nc2sc3c(c12)CCC3	-1.9	.	.	2	0	1669	.	9	4	-1	-7
Cc1nc2ccccc2c(=O)n1/N=C/c1ccc(O)cc1O	0.5	1.2	1.1	3	-2	1516	-6	8	8	9	-6
COc1ccc(C2NC(=O)NC(C)=C2C(=O)Nc2cc(C)ccc2C)cc1OC (stereo not given)	-2.6	.	0.9	-1	-6	1596	9	-2	3	-6	8
CC(C)CC(OC(=O)c1nsc(Cl)c1Cl)C(=O)NCc1cccs1 (stereo not given)	0.1	0.37	1	2	-7	1653	5	-4	9	-7	.
CC(c1nc2ccccc2c(=O)[nH]1)N1CCOCC1 (stereo not given)	-0.4	-0.0045	1.2	10	-8	1693	-19	2	8	-4	-21
Cc1cc(C)c(NC(=O)/C(=C/c2ccccc2)c2ccccc2)c(C)c1	0.0	-0.28	1	-7	98*	1608	1	3	0	4	-6
CC1=CSC2=NC(=O)/C(=C\c3cccn3-c3ccc([N+](=O)[O-])cc3)C(=N)N12	0.1	-1.1	1	2	60*	1767	-4	1	1	-6	-2
O=C(O)C1C2CC2CN1C(=O)c1ccc(Cl)cc1 (stereo not given)	-0.5	0.87	1.2	-3	-2	1582	-18	4	5	2	-14
O=C(Cn1nnc(-c2ccccc2)n1)N1CCN(S(=O)(=O)c2ccc(Cl)cc2)CC1	-0.4	1	0.9	-1	37	1581	7	-5	-12	-1	-21
Cc1ccc(S(=O)(=O)N(CC(=O)N2CCC(C(N)=O)CC2)c2cccc(C(F)(F)F)c2)cc1	-3.4	0.18	1	6	-3	1440	-1	-2	-7	8	0
O=C(NCc1ccncc1)c1cc2ccccc2nc1Cl	-0.3	.	1	7	0	1553	-2	6	4	-4	-2
CC(C)c1ccc(OCc2ccc(C(=O)NN3CCN(C)CC3)o2)cc1	0.2	0.041	1	7	-2	1600	-2	4	3	4	10
Cc1cccc(Nc2nnc(SCC(=O)N(C)C3CCS(=O)(=O)C3)s2)c1C (stereo not given)	-0.7	0.35	0.9	11	-4	1458	12	8	6	-15	-9
CC(=O)NCCn1c(SCc2ccc(C)cc2C)nc2ccccc2c1=O	0.3	-0.3	1.2	-4	7	1390	-20	-10	-2	5	.
